PMI inhibitors: inhibitors of human PMI, primary screen, biochemical, fluorescence intensity, coupled assay (AID 1209); Mannose-6-phosphate isomerase (Homo sapiens); purified PMI enzyme, coupled fluorescence intensity; higher % means a stronger effect; inhibition, % at 20 µM, or IC50 in µM where a hit was titrated; actives 0.42% (n = 190,000);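 also: plate controls were DMSO vehicle for no effect and wells lacking substrate for full effect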
SV40 large T antigen: SV40 large T antigen inhibitors, biochemical (AID 1903) | SV40 large T antigen ATPase/helicase inhibition assay; higher % means a stronger effect | one-dose inhibition, % at 20 µM; IC50 in µM for titrated hits | actives 0.39% (n = 310,000); in the data active = a potency from the dose series; inconclusive = inhibition mostly from about 32% at the one dose, without a potency; inactive = the rest, 99 in 100 with inhibition below about 32%; also: strong numbers were not always called active
TNAP activators: human TNAP enzyme activators, primary screen, biochemical, luminescent, no phosphate acceptor, uHTS (AID 1001); purified TNAP, luminescent activation assay, no phosphate acceptor; higher activation fold means a stronger effect; Alkaline phosphatase, tissue-nonspecific isozyme (Homo sapiens); activation fold at 20 µM; hits with a dose series show EC50 in µM; actives 0.03% (n = 200,000); in the data active = activation fold from about 3, or a potency from the dose series; inactive = the rest, 99 in 100 with activation fold below about 1.6; also: many of its hits are not listed in these tables
RSV antiviral HEp-2: RSV antiviral activity via CPE protection, HEp-2 cells, primary 10 µM value included (AID 2391); HEp-2 cells, RSV-induced CPE inhibition; higher % means a stronger effect; CPE inhibition, % at 10 µM; hits with a dose series show IC50 in µM; actives 0.13% (n = 310,000); in the data active = a potency from the dose series; inconclusive = CPE inhibition mostly from about 23% at the one dose, without a potency; inactive = the rest, 99 in 100 with CPE inhibition below about 21%; also: strong numbers were not always called active
human PMI inhibitors: human PMI inhibitors, high substrate, primary screen, biochemical, fluorescence intensity, high mannose 6-phosphate (AID 1220). actives 0.66% (n = 190,000). one-dose inhibition, % at 20 µM; IC50 in µM for titrated hits. recombinant PMI enzyme, coupled fluorescence intensity; higher % means a stronger effect. Mannose-6-phosphate isomerase (Homo sapiens)
Ins promoter up: insulin promoter activators in MIN6 cells, imaging, high-content screening, mouse beta cells. MIN6 insulin promoter-GFP reporter; hits give high values. z-score at 5 µM. actives 0.3% (n = 190,000). AID 1625, 2009;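 active = z-score above 3 at 5 µM with at least 500 cells counted in the well; inconclusive = wells under 500 cells, flagged as cytotoxic or low count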
CSM14.1 death rescue: rescue of cells from ER stress-induced death, primary screen, 384-well, CSM14.1, thapsigargin, ATP luminescence (AID 1222) | CSM14.1 thapsigargin-induced death rescue, ATP luminescence; higher % means a stronger effect | one-dose cellular ATP content (survival), % at 20 µM; EC50 in µM for titrated hits | 190,000 tested, under 10 active;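 active = EC50 below 50 µM in the dose-response confirmation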;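 also: death triggered by thapsigargin at about 15 µM added after 2 h compound pretreatment; cell ATP read after overnight thapsigargin exposure of roughly 18 to 22 hours; normalized against plate controls of thapsigargin alone and 5% DMSO vehicle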
PhoP inhibition: inhibitors of PhoP regulon expression, primary screen, Salmonella Typhimurium, GFP reporter (AID 1863); S. Typhimurium PhoP-regulated promoter GFP reporter, 4 h; higher % means a stronger effect; inhibition, % at 50 µM; hits with a dose series show IC50 in µM; actives 0.16% (n = 300,000);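 active = inhibition over 29.93%, a cutoff 3 SD above the screen mean, later confirmed by dose response; inconclusive = inhibition over 29.93% but no dose response follow-up; inactive = inhibition at most 29.93% or unconfirmed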;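 also: 0% = low Mg2+ inducing control and 100% = high Mg2+ repressing control; strong numbers were not always called active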
West Nile virus CPE: West Nile virus antiviral activity, cell-based, CPE readout (AID 1621); West Nile virus-infected cells, CPE inhibition; higher % means a stronger effect; actives 0.02% (n = 290,000); CPE inhibition, % at 10 µM; hits with a dose series show IC50 in µM; in the data active = a potency from the dose series; inconclusive = CPE inhibition mostly from about 3.7% at the one dose, without a potency; inactive = the rest, 99 in 100 with CPE inhibition below about 2.2%; also: strong numbers were not always called active
Ins promoter up cell count: also measured in Ins promoter up; calls as there; cell count; measured here: cytotoxicity, nuclei count;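 total cells summed across four imaged fields per well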
The depositor's hits bear a star; ? = inconclusive; · = not tested or not shown; & = joins results of further samples. Rule as the data show it, unless noted: active = inhibition above about 50%; inactive = the rest.

SMILES	PMI inhibitors	SV40 large T antigen	TNAP activators	RSV antiviral HEp-2	human PMI inhibitors	Ins promoter up	Ins promoter up cell count	CSM14.1 death rescue	PhoP inhibition	West Nile virus CPE
COc1cccc(-c2csc(NC(=O)Nc3ccccc3)n2)c1	·	19.2%	·	0.1%	·	·	·	·	18.4%	-0.8%
O=C(NC1CCCCC1)N1CCN(C(c2ccccc2)c2ccccc2)CC1	3.4%	18.4%	1.1	8.0%	-2.1%	-0.23	906	-0.3%	0.5%	-1.2%
CCN(CC)CC(O)c1cccn1-c1ccc(CNC(=O)NC(C)C)cc1 (centres undefined)	8.4%	4.8%	1	-0.2%	10.5%	-0.14	1410	-1.9%	5.2%	0.3%
CC(=O)c1cnc(Nc2nc(C)c3cc(C)c(C)cc3n2)nc1C	20.9%	5.0%	1.1	2.7%	16.3%	0.03	1808	0.7%	-4.6%	0.4%
CCn1c(SCC(=O)NNC(=O)c2ccc(C)cc2)nnc1C1CC1	·	8.9%	·	0.3%	·	·	·	·	-4.5%	-0.3%
Cc1ccccc1OCC(O)CN1CCCCC1 (centres undefined)	·	16.8%	1.1	0.1%	·	1.45	1636	-1.9%	-2.5%	-0.7%
O=C(NCc1cc(F)cc(C(F)(F)F)c1)C1CCC(=O)N(C2CCCC2)C1 (centres undefined)	·	12.1%	·	-2.1%	·	·	·	·	3.0%	-0.3%
CCCN1CCN(CCCNC(=S)Nc2ccc(F)cc2)CC1	-10.1%	-0.7%	1.1	-1.1%	-11.4%	-0.12	1531	-1.1%	-2.1%	-0.1%
COc1ccc(Nc2nc(Cl)nc(NCc3ccco3)n2)c(OC)c1	-13.4%	3.4%	1	4.4%	-3.8%	0.24	1473	0.3%	-0.4%	-0.4%
CC(C)CC(=O)C1=C(O)C(=O)N(Cc2ccccc2)C1c1ccccc1 (centres undefined)	·	5.2%	·	0.2%	·	·	·	·	-2.5%	0.6%
Cc1cc2oc(C(=O)NCc3ccc4c(c3)OCO4)c(C)c2cc1C	14.7%	1.2%	1.1	1.1%	11.3%	2.3	1404	·	12.2%	0.1%
COc1ccc(C)cc1NC(=O)C(=O)NCc1ccncc1	5.0%	8.2%	1.1	·	8.0%	-0.47	1491	-0.7%	3.9%	-0.9%
CS(=O)(=O)N1CCN(C(=O)CCC2CCCC2)CC1	1.6%	10.8%	1	-0.9%	-6.0%	-0.02	1561	-1.3%	5.4%	0.4%
O=c1c2c3c(sc2ncn1/N=C/c1cccnc1)CCCC3	-0.7%	9.8%	1.1	5.0%	-6.5%	0.11	1215	-1.0%	3.9%	0.6%
COc1ccc(OCC(O)CNS(=O)(=O)c2cccc(Cl)c2)cc1 (centres undefined)	·	18.7%	·	1.5%	·	·	·	·	0.8%	1.0%
COc1ccc(Br)cc1/C=N/n1c(C)nnc1C	4.6%	7.2%	1.1	2.5%	-1.2%	0.62	920	0.0%	-5.2%	0.6%
O=C(NNC(=O)c1ccccc1C(=O)O)c1ccc(O)cc1	3.8%	3.9%	1	-1.0%	10.6%	-2.03	1484	0.8%	10.8%	0.6%
Cc1ccsc1/C=N/NC(=O)C(N)=O	-2.7%	22.6%	1.1	-1.9%	-1.9%	0.04	1183	-0.3%	4.8%	0.1%
COc1ccc(CC(=O)NCc2nnc(SCC(=O)Nc3nccs3)n2-c2ccccc2)cc1	5.2%	-0.1%&3.0%	1.1	0.9%	11.4%	1	1900	·	3.1%	0.1%
O=C(Nc1cccc(F)c1)c1ccc(S(=O)(=O)NCC2CCCO2)cc1 (centres undefined)	3.6%	7.4%	1.1	11.1%	9.8%	-0.94	1027	-1.4%	-10.7%	-0.8%
CCOC(=O)c1nnn(-c2nonc2N)c1COc1ccc(F)cc1	6.0%	0.9%	1	1.1%	10.9%	0.01	880	-0.7%	-5.4%	-0.3%
O=C(CCS(=O)(=O)c1ccc2c(c1)NC(=O)CS2)NCc1cccs1	·	1.0%	·	0.8%	·	·	·	·	-6.4%	0.1%
Cn1c(SCC(=O)Nc2cccc(Br)c2)nnc1-c1cc2ccccc2o1	-5.7%	14.6%	1	-0.3%	-14.1%	·	·	-0.3%	-11.9%	3.3%
Cc1cc(C)cc(Oc2ccccc2C=O)c1	11.7%	6.5%	1.1	8.9%	8.1%	-2.98	601	-0.2%	1.3%	0.1%
COc1cc(CO)ccc1OCC(=O)N1CCc2ccccc21	·	18.9%	·	2.0%	·	·	·	·	4.5%	-0.4%
COc1ccc(OCC(=O)Nc2ccc3c(c2)nc(CCN2CCCCC2)n3C)cc1	·	14.4%	·	-0.4%	·	·	·	·	-10.7%	-0.3%
CS(=O)(=O)c1ccc(C(=O)Nc2ccc(N3CCCC3)cc2)c(Cl)c1	2.1%	16.0%	1.1	0.9%	9.2%	-0.31	1266	-1.5%	-0.1%	-0.9%
Cc1ccc(COC(=O)Cc2coc3cc(O)ccc23)cc1	·	11.2%	·	0.5%	·	·	·	·	10.4%	-0.2%
NC(=O)C1CCN(C(=O)CSc2nc3ccccc3[nH]2)CC1	2.0%	8.5%	1.1	2.0%	2.1%	-0.12	849	-1.6%	14.2%	-0.1%
COC(=O)c1ccc(CNC(=O)c2ccc3c(c2)OCCO3)cc1	·	8.9%	·	3.7%	·	·	·	·	1.6%	0.0%
O=C(CSc1nnnn1-c1cccc(O)c1)NC1CC1	·	3.7%	·	1.0%	·	·	·	·	4.4%	-0.4%
COc1ccc(C(=O)n2c(N)nc3ccccc32)cc1OC	·	16.7%	·	5.4%	·	·	·	·	-1.6%	-0.9%
CC1CC1C(=O)OCC(=O)NCc1ccc(Cl)cc1Cl (centres undefined)	-4.3%	15.5%	1	1.0%	-7.7%	0.07	979	-1.0%	0.1%	·
CC(=O)NC1C(=O)N=C(SCC(=O)Nc2sc3c(c2C#N)CCCCCC3)NC1=O (centres undefined)	66.1%*	7.2%	1.1	-1.6%	-7.0%	-0.39	1215	-1.0%	-8.2%	0.1%
CN1CCc2nc(NC(=O)c3cccc(S(=O)(=O)N4CCc5ccccc54)c3)sc2C1	9.1%	8.1%	1	2.1%	3.1%	·	·	3.4%	5.4%	1.2%
Cc1cc(=O)[nH]c2c1c(C)nn2C1CCCC1	4.4%	7.6%	1.1	-0.6%	2.3%	-0.38	1235	-2.1%	3.2%	0.5%
Cc1ccc(/C=C2\SC(N3CCCC3)=NC2=O)cc1	2.3%	-15.0%	1.1	2.1%	-1.7%	-0.01	1472	-0.2%	3.5%	-0.5%
COC(=O)c1ccc(OCCCCN(C)Cc2ccccc2)cc1	·	8.2%	·	-0.2%	·	·	·	·	-6.3%	-0.7%
NS(=O)(=O)c1cccc(NC(=O)CSc2nc3nc(-c4cccs4)cc(C(F)(F)F)c3c(=O)[nH]2)c1	·	20.0%	·	-1.8%	·	0.34	1356	·	-4.2%	0.7%
CN(Cc1ccccc1)C(=O)C1CCN(S(=O)(=O)c2cccc3nonc23)CC1	·	1.0%	·	6.1%	·	·	·	·	14.7%	1.6%
O=C(CS(=O)(=O)Cc1ccccc1)Nc1nnc(C2CCCCC2)s1	4.1%	0.0%	1	1.0%	9.6%	0.82	1277	1.0%	3.8%	0.1%
O=C(c1ccccn1)N1CCCC(N2CCN(c3ccccc3)CC2)C1 (centres undefined)	·	12.0%	·	-0.3%	·	·	·	·	-1.2%	-0.7%
COCc1cc(=O)[nH]c2cc(NC(=O)C(F)(F)F)c(C)cc12	-6.8%	2.8%	1	3.1%	9.0%	-0.35	1597	-0.3%	3.5%	-0.3%
O=C(Nc1ccccc1)c1ccc[n+](Cc2ccc([N+](=O)[O-])cc2)c1	16.4%	12.9%	1	-0.2%	5.1%	1.03	1526	10.1%	4.0%	-0.1%
O=C(Cc1c(Cl)cccc1Cl)N/N=C/c1cccnc1	·	17.8%	·	-0.6%	·	·	·	·	-4.5%	-0.4%
CCCc1cc(NCCN(C)C)n2c(nc3ccccc32)c1C#N	·	12.9%	·	0.5%	·	·	·	·	-2.6%	-1.0%
O=C(O)CC(Cc1ccc(Br)cc1)C(=O)Nc1ccccc1 (centres undefined)	·	6.9%	·	3.8%	·	·	·	·	-7.5%	-0.1%
Cc1ccc(Nc2nc3nonc3[nH]c2=O)cc1	-2.4%	3.0%	1.1	2.5%	-2.2%	0.26	1291	-2.7%	-10.7%	0.1%
COCCCn1c(=O)c2ccccc2n(Cc2ccc(C)cc2)c1=O	·	15.2%	·	1.8%	·	·	·	·	-2.7%	-1.3%
O=C(c1ccco1)N1CCN(C(c2ccc(Cl)cc2)c2nnnn2Cc2ccccc2)CC1 (centres undefined)	-4.7%	7.5%	1	6.7%	-6.4%	·	·	-0.7%	1.8%	1.9%
Nc1cc2c(cc1C(=O)c1ccccc1F)OCCO2	9.8%	4.5%	1	-0.6%	13.3%	-0.46	1517	1.8%	0.1%	0.5%
COc1ccc(-c2oc3ccc(-c4cc(OC)c(OC)c(OC)c4)cc3c2C#Cc2ccsc2)cc1	·	?	·	4.5%	·	·	·	·	-0.5%	1.0%
COc1ccc(C(=O)NN2C(=O)C3C4C=CC(O4)C3C2=O)cc1 (centres undefined)	10.0%	12.8%	1.1	1.1%	-3.9%	0.63	1417	-0.5%	-11.1%	0.1%
CC1CCCCC1NC(=O)c1ccc2c(c1)[nH]c(=O)n2C1CCCC1 (centres undefined)	0.5%	7.5%	1	-0.5%	-6.8%	·	·	-0.5%	-4.2%	1.0%
O=C(CSc1nnc(CNc2ccccc2)o1)c1ccc2c(c1)OCCO2	18.6%	8.8%	1.1	-0.3%	10.8%	0.68	756	0.0%	21.2%	-0.6%
COc1ccc(/C=N/n2c(-c3n[nH]c4c3CCC4)n[nH]c2=S)cc1	·	23.4%	·	·	·	-1.74	1131	·	-0.6%	0.4%
COC(=O)c1cc(Br)ccc1NC(=O)CCNC(=O)c1ccco1	·	4.9%	·	2.2%	·	·	·	·	0.0%	-0.7%
Cc1c(NC(=O)CSc2nc3ccccc3s2)c(=O)n(-c2ccccc2)n1C	8.0%	-4.6%	1	0.6%	7.3%	0.34	1013	-0.3%	-5.6%	0.1%

An excerpt from above with just West Nile virus CPE.
structure | West Nile virus CPE
Cc1ccccc1OCC(O)CN1CCCCC1 (centres undefined) | -0.7%
O=C(NCc1cc(F)cc(C(F)(F)F)c1)C1CCC(=O)N(C2CCCC2)C1 (centres undefined) | -0.3%

Compound activity: PubChem BioAssay, several laboratories

An unsorted share of the library; overall some 1.5% were active at least once.
